Pol eta inh: qHTS for Inhibitors of Polymerase Eta; DNA polymerase eta (Homo sapiens), Q9Y253; recombinant Pol eta, fluorescent DNA replication assay; Potency, µM (highest dose often 114 µM), for inactives: at the top dose activity change, negative = inhibition, actives largely listed as inhibitors; actives 1.2% (n = 390,000); AID 588591, 2011; note: potency is the fitted concentration of half-maximal effect; % is set by controls: 0 for no effect and ±100 for the full control effect
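Pol eta at 10 nM preincubated with compounds 15 min at room temperature; reaction started with fluorescent substrate (50 nM final) and read kinetically at 0 and 10 min.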
Pol beta inh: qHTS Assay for Inhibitors of DNA Polymerase Beta; P06746; Pol beta primer extension/strand displacement, fluorescence kinetic; Potency, µM (series often up to 114 µM), inactives show at the highest dose activity change, negative = inhibition, usual class: inhibitors; actives 1.3% (n = 340,000); AID 485314, 2010; note: potency is the fitted concentration of half-maximal effect; % is set by controls: 0 for no effect and ±100 for the full control effect
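Values derive from four-parameter Hill fits of normalized kinetic data: reads at 0 and 10 min following addition of 50 nM substrate to 10 nM Pol beta preincubated 15 min with compound.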
POLI inh: qHTS for Inhibitors of Polymerase Iota | AID 588590, 2011 | actives 1% (n = 390,000) | DNA polymerase iota (Homo sapiens), Q9UNA4 | Potency, µM (titrated, usually from 115 µM), for inactives: at the highest dose activity, negative = inhibition, usual class: inhibitors | Pol iota fluorescent replication assay, 10 min; note: potency is the fitted concentration of half-maximal effect
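Pol iota at 10 nM preincubated 15 min with compounds at room temperature; reaction started with fluorescent substrate, 50 nM final. Fluorescence read kinetically at 0 and 10 min; buffer-only wells as negative control.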
RXFP1 antagonist: qHTS Assay for Antagonists of the Relaxin Receptor RXFP1; Relaxin receptor 1 (Homo sapiens), Q9HBX9; HEK293-RXFP1, relaxin-stimulated cAMP HTRF, 30 min; hits give low values; activity change, negative = inhibition, % at 57.5 µM; actives 0.59% (n = 350,000); AID 1259400, 2018;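 active = activity change of -60% or lower, but not beyond a set lower limit; inconclusive = change between -60% and -40%, or beyond the set limit; inactive = change above -40%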; note: % is set by controls: 0 for no effect and ±100 for the full control effect
BLM helicase inh: qHTS Assay for Inhibitors of Bloom's syndrome helicase (BLM); recombinant BLM DNA unwinding, fluorescence dequenching; Potency, µM (titrated, usually from 56.1 µM), for inactives: at the top dose activity change, negative = inhibition, actives largely listed as inhibitors; AID 2528, 2010; actives 0.2% (n = 350,000); RecQ-like DNA helicase BLM (Homo sapiens), P54132;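 note: potency is the fitted concentration of half-maximal effect; plate controls were vehicle for no effect and no enzyme for full effect; nearly all actives have a fitted effect of over 35% in size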
PGK inhibitor: qHTS Assay to Find Inhibitors of Phosphoglycerate Kinase; Potency, µM (doses to about 57.5 µM), for the others: at the highest dose activity change, negative = inhibition, most hits filed as inhibitors; actives 0.043% (n = 380,000); AID 602233, 2012; PGK/GAPDH coupled, Kinase-Glo luminescence, 60 min; note: potency is the fitted concentration of half-maximal effect; % is set by controls: 0 for no effect and ±100 for the full control effect; nearly all actives have a fitted effect of over 60% in size
Target sequence (P07378 whole entry, looked up): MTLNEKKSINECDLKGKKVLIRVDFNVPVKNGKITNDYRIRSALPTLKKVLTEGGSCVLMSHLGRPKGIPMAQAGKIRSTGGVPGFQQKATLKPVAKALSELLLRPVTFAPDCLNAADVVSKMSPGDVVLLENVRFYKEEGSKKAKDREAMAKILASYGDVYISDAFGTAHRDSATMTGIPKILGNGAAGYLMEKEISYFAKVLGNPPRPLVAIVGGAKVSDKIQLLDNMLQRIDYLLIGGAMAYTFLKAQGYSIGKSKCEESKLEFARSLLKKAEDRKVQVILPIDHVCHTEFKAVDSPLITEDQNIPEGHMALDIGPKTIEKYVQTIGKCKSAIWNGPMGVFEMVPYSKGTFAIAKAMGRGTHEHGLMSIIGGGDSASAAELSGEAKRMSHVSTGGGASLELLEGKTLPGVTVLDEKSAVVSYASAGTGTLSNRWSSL
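Luminescent ATP detection (Kinase-Glo Plus) follows a 60-minute room-temperature incubation, with wells lacking PGK as controls. Buffer: 100 mM TEA (pH 7.6), 5 mM MgCl2, 0.01% Tween-20. Coupling enzyme GAPDH (100 nM final) supplies unstable 1,3-BPG in-well.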
APE1 inh: qHTS Assay for Inhibitors of the Human Apurinic/apyrimidinic Endonuclease 1 (APE1); DNA repair nuclease/redox regulator APEX1 (Homo sapiens), P27695; recombinant APE1, TAMRA/BHQ-2 abasic DNA cleavage fluorescence; Potency, µM (titrated, usually from 65.8 µM), without a hit: top-dose activity change, negative = inhibition, most hits filed as inhibitors; actives 0.35% (n = 350,000); AID 2517, 2012;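 note: potency is the fitted concentration of half-maximal effect; plate controls were vehicle for no effect and reference inhibitor for full effect; nearly all actives have a fitted effect of over 55% in size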
Target sequence (P27695 whole entry, looked up): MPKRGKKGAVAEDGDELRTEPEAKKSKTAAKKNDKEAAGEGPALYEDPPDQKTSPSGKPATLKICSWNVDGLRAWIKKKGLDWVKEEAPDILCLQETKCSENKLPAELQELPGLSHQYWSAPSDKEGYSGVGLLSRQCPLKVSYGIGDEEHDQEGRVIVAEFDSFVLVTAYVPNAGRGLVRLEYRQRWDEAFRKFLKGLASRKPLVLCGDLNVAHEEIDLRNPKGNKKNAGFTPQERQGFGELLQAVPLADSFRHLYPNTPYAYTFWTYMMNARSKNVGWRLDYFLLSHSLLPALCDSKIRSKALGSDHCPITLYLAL
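Endonuclease cleavage of a quenched abasic-site DNA duplex (50 nM) by APE1 (0.75 nM) was tracked by TAMRA dequenching. Compounds were preincubated with enzyme 15 min at room temperature; data normalized to buffer-only and DMSO wells plus NSC13755 control.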
Apoferritin bind: qHTS Assay for Identification of Novel General Anesthetics; Ferritin light chain (Equus caballus), P02791; apoferritin/1-aminoanthracene competitive binding, fluorescence; Potency, µM (highest dose often 77.5 µM), inactives show top-dose activity change, negative = displacement, actives largely listed as inhibitors; actives 0.074% (n = 350,000); note: potency is the fitted concentration of half-maximal effect; % is set by controls: 0 for no effect and ±100 for the full control effect; nearly all actives have a fitted effect of over 20% in size
Target sequence (P02791 2-175 limits assumed): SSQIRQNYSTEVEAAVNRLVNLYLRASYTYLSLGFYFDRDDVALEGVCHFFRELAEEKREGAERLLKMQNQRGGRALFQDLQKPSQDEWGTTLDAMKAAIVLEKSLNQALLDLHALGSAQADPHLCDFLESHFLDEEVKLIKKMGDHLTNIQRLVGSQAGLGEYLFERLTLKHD
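Read-out: endpoint 1-AMA fluorescence, excitation 380 nm and emission 535 nm, after compounds sit 10 min at room temperature with 10 uM horse-spleen apoferritin in 50% saturated 1-AMA/PBS. Values come from four-parameter Hill fits.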
POLK inh: qHTS for Inhibitors of Polymerase Kappa; DNA polymerase kappa (Homo sapiens), Q9UBT6; purified Pol kappa, fluorescent DNA synthesis assay, 10 min; Potency, µM (series often up to 107 µM), for the others: at the highest dose activity, negative = inhibition, actives largely listed as inhibitors; actives 0.53% (n = 400,000); AID 588579, 2011; note: potency is the fitted concentration of half-maximal effect; % is set by controls: 0 for no effect and ±100 for the full control effect
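Enzyme at 10 nM met test compounds for 15 min at room temperature. Substrate addition (50 nM final) began the reaction, which was monitored by fluorescence at 0 and 10 min.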
An asterisk follows results filed as active; i = inactive; ? = inconclusive; . = not tested or not shown; [ ] = another dose, or the depositor's remark. Unless noted, calls come from the whole dose curve; as a rule, active = well fitted curve in the direction sought with a large enough effect; inconclusive = small, poorly fitted or top-dose-only effect, or another doubt; inactive = no such curve, though single readings can be large; an effect the other way counts as inactive or inconclusive. This is a subset; the hit share may differ from the screen's.

Each structure is followed by: Pol eta inh | Pol beta inh | POLI inh | RXFP1 antagonist | BLM helicase inh | PGK inhibitor | APE1 inh | Apoferritin bind | POLK inh
- COc1ccccc1C(=O)N(CCN(C)C)c1nc2cc(C)cc(C)c2s1
  -5% | 4% | 4% | -6 | 23% | i | -4% | -20% | 4%
- COc1ccc(-c2cc3nc(C)cc(NCCO)n3n2)cc1
  -6% | 1% | 7% | -6 | 1% | -3% | 0% | -12% | -5%
- NS(=O)(=O)c1ccc(Sc2nc3ccccc3s2)c([N+](=O)[O-])c1
  -27% | -7% | 14% | -23 | -11% | 0% | -1% | 7% | -1%
- CCN(Cc1ccncc1)C(=O)c1cc(COc2ccc(F)cc2Cl)on1
  -10% | 5% | 16% | -7 | -2% | -1% | -5% | -2% | -11%
- Cc1ccc([N+](=O)[O-])c(OCCn2cnc3ccccc32)c1
  -9% | 21% | 20% | 9 | -12% | -6% | 18% | -18% | -1%
- O=C(C1COc2ccccc2O1)N(Cc1cccnc1)c1nc2c(F)cccc2s1 (stereo not given)
  10% | 15% | 8% | -38 | -7% | -10% | . | -19% | -9%[60.1 µM]
- Cc1ccc2c(c1)N(C(=O)N1CCC(C(=O)NCCc3ccc(Cl)cc3)CC1)CC(C)O2 (stereo not given)
  -10% | -1% | ? | -10 | -1% | i | . | -11% | 1%
- COc1ccc(NC(=O)CN2CCN(c3ccccc3Cl)CC2)cc1
  -16% | 7% | -15% | -7 | -2% | -4% | 2% | 4% | -12%
- Cc1ccc(C(=O)NCCN2CCOCC2)cc1C
  -11% | ? | 2% | 7 | 4% | 7% | -8% | -4% | -4%
- COc1ccc(Cl)cc1NC(=O)CN1C(=O)NC(Cc2c[nH]c3ccccc23)C1=O (stereo not given)
  ? | . | -3% | -1 | . | 13% | -11% | . | -13%
- CCc1ccc(-c2nn(CC(=O)NCc3ccccc3)c3c2cnc2ccc(F)cc23)cc1
  2% | -20% | -12% | -2 | 1% | i | . | 6% | 14%
- C=CCOn1c(=O)c(-c2ccc(OC)cc2)[n+]([O-])c2ccccc21
  -15% | -1% | -3% | -32 | -2% | i | 3% | -15% | 4%
- Cc1ccc(-c2nnn(CC(=O)N(c3cccc(F)c3)C(C(=O)NC3CCCC3)c3ccncc3)n2)o1 (stereo not given)
  -20% | 1% | 43%[activator] | -16 | -6% | -4% | 62%[activator] | 1% | 3%
- O=C(COC(=O)c1ccco1)Nc1ccc2[nH]c(=O)[nH]c2c1
  -8% | . | -15% | -1 | . | 0% | 38% | . | -8%
- Cc1ccc(C)c(-n2c3nc(=O)[nH]c(=O)c-3cc3cc([N+](=O)[O-])ccc32)c1
  13µM* | 35µM* | 20µM* | ? | 20µM* | -12% | 4% | 6% | ?
- COc1ccc(NC(=O)c2cccc(S(=O)(=O)N3CCCC3)c2)cc1OC
  -12% | . | 10% | -12 | . | i | -11% | . | -11%
- CC(CCN1C(Nc2ccccc2)=NC[C@@H]1Cc1ccccc1)c1ccccc1 (stereo not given in full)
  -12% | 11% | -1% | . | -3% | 0% | 18% | ? | 1%
- CSc1nc(-c2ccccc2)nn1C(=O)c1ccco1
  -12% | 17% | 14% | -1 | -9% | -5% | -6% | -6% | 0%
- O=C(CN1CCN(C/C=C/c2ccccc2)CC1)Nc1cc([N+](=O)[O-])ccc1Cl
  -16% | 4% | 22% | -3 | 1% | -2% | -5% | -16% | 2%
- COc1ccccc1N1C(=O)CSC1=S
  -6% | 29% | -1% | -1 | -1% | -6% | 15% | -14% | -1%
- Cc1ccc(CNc2cnn(C34CC5CC(CC(C5)C3)C4)c(=O)c2Cl)cc1
  -3% | 20% | 21% | -17 | -9% | 2% | ? | -9% | -7%
- CCN(CC)CCCNC(=O)c1ccc(C)c(NC(=O)C2=C(C)OCCS2)c1
  -4% | 7% | 19% | 0 | -1% | -5% | 39%[activator] | -1% | 7%
- C#CCOCCOCCOCCNc1nc(N2CCN(C(=O)[C@H](CCCCN)n3cc([C@@H](N)CO)nn3)CC2)nc(N2CCN(C(=O)[C@H](Cc3cc4ccccc4[nH]3)n3cc([C@@H](N)Cc4ccc(O)cc4)nn3)CC2)n1
  . | 13% | . | . | 55%[activator] | . | 4% | 6% | .
- CS(=O)(=O)N1CCC(Oc2cccc(C(=O)NCCCC3CCCC3)c2)CC1
  -4% | . | -5% | 1 | . | 7% | . | . | -1%
- COc1ccccc1-c1noc(-c2cccnc2)n1
  4% | ? | 10% | -8 | 2% | -4% | 4% | 0% | -8%
- COc1ccc(C2=C(C)C(=O)N(Cc3ccc(C(=O)Nc4ccc(F)cc4C)cc3)S2(=O)=O)cc1
  . | -10% | 3% | 2 | -6% | . | . | -6% | -6%
- O=C(Nc1ccc(C(=O)OCc2cc(=O)n3nc(C4CC4)sc3n2)cc1)c1cccc(Cl)c1
  -16% | ? | -2% | -3 | -6% | -4% | . | -3% | 0%[60.1 µM]
- Brc1cnc2nc(SC/C=C/c3ccccc3)[nH]c2c1
  5% | 10% | 39%[activator] | -1 | -1% | -2% | 8% | 6% | -13%
- Nc1cc2c(cc1C(=O)c1ccc(Cl)cc1)OCCO2
  -15% | 1% | 5% | 26 | -11% | 5% | 5% | ? | -21%
- Cc1cccn2cc(CCNC(=O)Cc3cccs3)nc12
  0% | 3% | 24% | 10 | 2% | -1% | -3% | -10% | -4%
- Cc1ccc(C(=O)NC(Cc2c[nH]c3ccccc23)C(=O)O)o1 (stereo not given)
  ? | 1% | -7% | -12 | -1% | -5% | -7% | -2% | -7%
- CCOC(=O)c1ccc(N2C(=O)CC(Sc3nnc(C)s3)C2=O)cc1 (stereo not given)
  -6% | 32% | -17% | -2 | -7% | -2% | 5% | -12% | -24%
- CCCN(CC(=O)Nc1ccccc1C)C(=O)c1ccc(C2SCCS2)cc1
  -9% | . | 4% | -13 | . | 1% | -3% | . | -16%
- CC(C(=O)Nc1ccc(S(=O)(=O)N2CCCC2)cc1)N(C)CC(=O)Nc1cccc(F)c1 (stereo not given)
  -19% | . | -9% | -1 | . | -2% | 0% | . | -3%
- Cc1cccn2c(=O)nc(SCC(=O)Nc3ccc4c(c3)OCCO4)nc12
  0% | . | 13% | 5 | . | 9% | -15% | . | -17%
- COc1cc2c(cc1OC)CN(Cc1cc(=O)oc3cc(C)c(Cl)cc13)CC2
  -7% | 29% | 151%[activator] | -2 | -17% | -3% | 9% | 7% | -13%
- CC1(C(=O)N(CC(=O)NC2CCCC2)Cc2ccco2)CC(=O)N=C2C=CC=CN21 (stereo not given)
  -7% | 0% | -3% | -26 | -2% | -10% | -6% | 3% | -7%
- CCOc1ccccc1C(=O)NCCCn1ccnc1
  -2% | 4% | -6% | 2 | 0% | -15% | 13% | 32%[activator] | 5%
- O=c1c2cnn(-c3ccc(F)cc3)c2ncn1Cc1ccccn1
  . | 0% | . | . | 0% | . | -11% | -13% | .
- COc1ccccc1CNC(=O)C1CCN(S(=O)(=O)c2ccc(N3CCCC3=O)cc2)CC1
  -5% | 55% | -15% | -26 | -1% | 1% | 2% | 2% | -5%

Of the compounds above, these have an aryl thioether with sulfur outside any ring.
Each structure is followed by: Pol eta inh | Pol beta inh | POLI inh | RXFP1 antagonist | BLM helicase inh | PGK inhibitor | APE1 inh | Apoferritin bind | POLK inh
- NS(=O)(=O)c1ccc(Sc2nc3ccccc3s2)c([N+](=O)[O-])c1
  -27% | -7% | 14% | -23 | -11% | 0% | -1% | 7% | -1%
- CSc1nc(-c2ccccc2)nn1C(=O)c1ccco1
  -12% | 17% | 14% | -1 | -9% | -5% | -6% | -6% | 0%
- Brc1cnc2nc(SC/C=C/c3ccccc3)[nH]c2c1
  5% | 10% | 39%[activator] | -1 | -1% | -2% | 8% | 6% | -13%
- CCOC(=O)c1ccc(N2C(=O)CC(Sc3nnc(C)s3)C2=O)cc1 (stereo not given)
  -6% | 32% | -17% | -2 | -7% | -2% | 5% | -12% | -24%
- Cc1cccn2c(=O)nc(SCC(=O)Nc3ccc4c(c3)OCCO4)nc12
  0% | . | 13% | 5 | . | 9% | -15% | . | -17%

The list continues.
Each structure is followed by: Pol eta inh | Pol beta inh | POLI inh | RXFP1 antagonist | BLM helicase inh | PGK inhibitor | APE1 inh | Apoferritin bind | POLK inh
- Cc1ccc2cccc(NC(=O)COc3ccccc3[N+](=O)[O-])c2n1
  . | -5% | 16% | -2 | -3% | . | . | -19% | 7%
- CCOc1ccc(-c2nc(SC(C(C)=O)C(=O)N(C)C)c3c(=O)n(C)c(=O)n(C)c3n2)cc1 (stereo not given)
  -9% | -2% | 7% | -6 | -2% | 1% | . | -11% | -6%[60.1 µM]
- O=C(O)CN(c1cccc(C(F)(F)F)c1)S(=O)(=O)c1ccccc1
  -16% | 4% | 135%[activator] | -7 | -2% | -2% | 2% | 5% | -3%
- COc1ccc(NC(=O)NC(C)c2ccc3c(c2)OCO3)cc1OC (stereo not given)
  -10% | 15% | 27% | 5 | -7% | 8% | 11% | -8% | -10%

Bioassay records deposited in PubChem BioAssay by National Center for Advancing Translational Sciences (NCATS).
